CRFBP-R2 agonist: agonists of CRF-BP/CRF-R2 complex, primary screen, cell-based, HEK293, calcium dye fluorescence, uHTS; CRF-binding protein / CRF receptor 2 complex (human); calcium dye fluorescence (FLIPR); percent of saturating CRF peptide response; activation, % at 13.2 µM; 0.46% of 350,000 active;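 active = activation of at least 50%, plus an integration ratio under a set limit after plate pattern correction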;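 note: plate controls were neutral control wells without compound for no effect and CRF at EC100 for full effect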
M1 antag: human M1 muscarinic receptor antagonists, primary screen, CHO-K1 cells, Fluo-8 calcium fluorescence, 1536-well | Muscarinic acetylcholine receptor M1 (Homo sapiens), P11229 | CHO-K1 hM1, ACh EC80 antagonist | inhibition, % at 3 µM | 1.3% of 360,000 active | AID 588852, 2011;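 active = percent inhibition above its own plate's cutoff, namely the mean of that plate's compound wells plus 3 SD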;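 note: peak over basal fluorescence ratio during 140 s after agonist addition; 0% = ACh EC80 plus DMSO and 100% = DMSO alone without agonist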
Target sequence (P11229 whole entry, looked up): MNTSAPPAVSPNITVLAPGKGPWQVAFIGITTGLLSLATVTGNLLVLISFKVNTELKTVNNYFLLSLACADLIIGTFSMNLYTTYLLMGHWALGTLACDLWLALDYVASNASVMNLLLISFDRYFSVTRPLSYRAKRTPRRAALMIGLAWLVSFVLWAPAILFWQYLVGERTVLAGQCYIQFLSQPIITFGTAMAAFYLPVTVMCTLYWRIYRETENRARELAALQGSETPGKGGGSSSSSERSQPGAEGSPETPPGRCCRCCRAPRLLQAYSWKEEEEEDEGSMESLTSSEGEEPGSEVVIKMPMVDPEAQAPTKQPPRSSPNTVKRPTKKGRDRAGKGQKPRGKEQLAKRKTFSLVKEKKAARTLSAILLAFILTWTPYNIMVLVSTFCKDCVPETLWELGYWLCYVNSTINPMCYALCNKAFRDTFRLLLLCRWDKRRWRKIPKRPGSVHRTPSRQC
CHRM4 PAM: human M4 muscarinic receptor positive allosteric modulators, primary screen, CHO-K1 cells, Fluo-8 calcium fluorescence | Muscarinic acetylcholine receptor M4 (Homo sapiens), P08173 | CHO-K1 hM4/Gqi5, ACh EC20; 0% = ACh EC20, 100% = maximal ACh | activation, % at 3 µM | 0.4% of 360,000 active;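 active = activation above its plate's cutoff, the mean activation of sample wells plus 3 SD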; note: some results filed as inactive read as strong as hits
Target sequence (P08173 whole entry, looked up): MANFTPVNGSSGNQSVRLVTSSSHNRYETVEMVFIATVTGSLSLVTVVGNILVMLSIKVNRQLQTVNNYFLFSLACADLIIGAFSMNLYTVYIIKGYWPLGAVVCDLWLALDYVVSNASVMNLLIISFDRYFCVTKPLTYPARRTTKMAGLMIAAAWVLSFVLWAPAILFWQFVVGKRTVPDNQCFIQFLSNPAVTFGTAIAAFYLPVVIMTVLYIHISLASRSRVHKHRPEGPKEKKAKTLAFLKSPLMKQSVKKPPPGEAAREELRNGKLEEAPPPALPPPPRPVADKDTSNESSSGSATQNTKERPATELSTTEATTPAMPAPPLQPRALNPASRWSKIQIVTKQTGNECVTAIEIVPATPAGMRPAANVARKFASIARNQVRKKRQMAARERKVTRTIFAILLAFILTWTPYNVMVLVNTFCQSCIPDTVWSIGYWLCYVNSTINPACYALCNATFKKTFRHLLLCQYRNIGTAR
M5 antag: human M5 muscarinic receptor antagonists, primary screen, CHO cells, Fluo-8 calcium fluorescence | CHO-hM5 cells, ACh EC80 | 0.59% of 360,000 active | Muscarinic acetylcholine receptor M5 (Homo sapiens), P08912 | AID 624040, 2012 | inhibition, % at 3 µM;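 active = inhibition above a per-plate cutoff, the mean of that plate's test compounds plus 3 SD, cut at about 27% in these data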;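 note: 0% = acetylcholine EC80 with DMSO and 100% = DMSO without agonist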
M4 ag: human M4 muscarinic receptor agonists, primary screen, CHO-K1 cells, Fluo-8 calcium fluorescence; Muscarinic acetylcholine receptor M4 (Homo sapiens), P08173; CHO-K1 hM4/Gqi5; vehicle 0%, full acetylcholine response 100%; activation, % at 3 µM; 0.14% of 360,000 active; AID 624127, 2012;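 active = activation above the run mean over all test wells plus 3 SD, cut at about 32% in these data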;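 note: peak over basal fluorescence ratio per well then scaled between controls; 0% = DMSO wells and 100% = acetylcholine at EC100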
CHRM5 PAM: human M5 muscarinic receptor positive allosteric modulators, primary screen, CHO-K1 cells, Fluo-8 calcium fluorescence; Muscarinic acetylcholine receptor M5 (Homo sapiens), P08912; CHO-K1 hM5, ACh EC20 PAM; 0% = ACh EC20, 100% = ACh EC100; activation, % at 3 µM; 0.3% of 360,000 active;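 active = activation above the run cutoff, the mean activation of all test compounds plus 3 SD, cut at about 18% in these data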
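Replicates: One well per compound, no replicates | System: Human M5 receptor in CHO-K1 cells | Benchmarks: Low control EC20 acetylcholine (0%), high control EC100 acetylcholine (100%) | Probe or stimulus: Acetylcholine, EC20 level | Times: Fluo-8 loading 80 min at 37 °C plus 30 min room temperature | Signal: Intracellular calcium via Fluo-8 fluorescence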
CHRM5 agonist: human M5 muscarinic receptor agonists, primary screen, CHO-K1 cells, Fluo-8 calcium fluorescence; AID 624037, 2012; CHO-K1 hM5 cells; 0% DMSO wells, 100% maximal acetylcholine response; 0.19% of 360,000 active; activation, % at 3 µM; Muscarinic acetylcholine receptor M5 (Homo sapiens), P08912;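 active = activation above the run's mean over test compounds plus 3 SD, cut at about 23% in these data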;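 note: signal is peak over basal fluorescence ratio across the kinetic read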
M1 PAM: human M1 muscarinic receptor positive allosteric modulators, primary screen, CHO-K1 cells, Fluo-8 calcium fluorescence, 1536-well | Muscarinic acetylcholine receptor M1 (Homo sapiens), P11229 | CHO-K1 hM1, ACh EC20; 0% = ACh EC20, 100% = maximal ACh | activation, % at 3 µM | 0.088% of 360,000 active; in the data active = activation above about 19%, passing the limit was not always enough
M4 antag: human M4 muscarinic receptor antagonists, primary screen, CHO cells, Fluo-8 calcium fluorescence. inhibition, % at 3 µM. CHO-hM4 cells, ACh EC80. 0.73% of 360,000 active. Muscarinic acetylcholine receptor M4 (Homo sapiens), P08173;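 active = inhibition above its plate's cutoff, the mean inhibition of sample wells plus 3 SD, cut at about 27% in these data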;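 note: 0% = acetylcholine EC80 with DMSO and 100% = DMSO without agonist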
* hit, by the source's call; . = no result given.

#	CRFBP-R2 agonist	M1 antag	CHRM4 PAM	M5 antag	M4 ag	CHRM5 PAM	CHRM5 agonist	M1 PAM	M4 antag	mol
1	-1.9	-6	-4	-4	1	1	0	4	8	CC[C@]12c3[nH]c4ccccc4c3CCN1C(=O)C(CC(=O)NCCc1ccccn1)C[C@@H]2C(=O)N1CCN(C(=O)C2CC2)CC1 (stereo partly specified)
2	-1.4	0	-15	11	18	-10	1	0	-1	COc1ccc(CCNC(=O)c2ccc3nc4cc(Cl)ccc4c(=O)n3c2)cc1OC
3	-0.6	7	1	0	8	-9	1	0	-2	Cc1ccc(NC(=O)c2cc(NC(=O)c3ccco3)ccc2N2CCOCC2)cc1
4	-0.5	5	-4	-6	0	2	-4	0	10	O=C1NCCCc2nc(Oc3ccccc3)sc21
5	-2.0	1	-4	3	0	2	0	0	-2	O=C(NCCC(=O)N1CCN(c2ccc(F)cc2)CC1)c1ccco1
6	-1.7	-11	11	0	4	5	3	7	9	COC(=O)c1ccccc1NC(=O)COC(=O)[C@H](C)NC(N)=O
7	-0.4	-3	-2	-12	2	3	-3	1	5	COc1ccc(NC(=O)c2sc3nc(N4CCCC4)c4c(c3c2N)CC(C)(C)OC4)c(OC)c1
8	-1.6	-6	12	3	0	11	-1	9	0	Cc1c(C#N)c2ncn(CC#N)c(=O)c2n1-c1ccccc1
9	0.2	-12	8	6	3	-3	4	4	-6	Cc1cccc(NC(=O)c2nc[nH]c2C(=O)N[C@@H](Cc2ccccc2)C(=O)OC(C)(C)C)c1
10	0.7	-7	7	-4	0	2	-2	11	-1	Cc1ccc(C(C(=O)NCc2ccco2)N(C(=O)CNC(=O)c2cccs2)c2c(C)cccc2C)cc1 (stereo unspecified)
11	-3.7	-16	-4	-2	3	-6	-1	6	-8	COc1cccc(-n2c(-c3ccco3)nc3nc4ccccc4nc32)c1
12	1.1	-1	2	17	1	-5	-2	5	-11	NS(=O)(=O)c1ccc(CCNC(=O)C2CCN(C(=O)Nc3ccccc3)CC2)cc1
13	1.7	-13	-1	-1	-1	4	-5	8	9	COCCn1c(=N)c(C(=O)NCCc2ccccc2)cc2c(=O)n3cccc(C)c3nc21
14	-1.9	-3	0	-9	1	7	0	9	0	O=C(CNC(=O)c1cccs1)N/N=C/c1ccc(O)cc1O
15	6.3	-2	5	0	2	-1	2	0	-11	CCCCN1CC(COCc2ccccc2)Oc2cccc(NCc3ccc(OC)cc3)c2S1(=O)=O (stereo unspecified)
16	-1.1	-7	-5	9	-1	4	-5	1	3	Cc1ccc(N(CC(O)CN2CCCCC2)S(=O)(=O)c2ccc(C)cc2)cc1 (stereo unspecified)
17	-1.1	-12	6	11	1	-5	-3	14	7	CCN(CC)S(=O)(=O)c1ccc(N2CCOCC2)c(NC(=O)C2=COCCO2)c1
18	3.3	-5	0	4	8	-2	-1	10	1	COc1ccc(CNC(=O)CCS(=O)(=O)c2ccc3c(c2)NC(=O)C(C)S3)cc1 (stereo unspecified)
19	-1.5	24	-16	16	28	-16	13	-13	54*	Cc1cccc(N2CCN(C(=O)Cn3sc4nc(C)cc(C)c4c3=O)CC2C)c1 (stereo unspecified)
20	-1.1	26	2	3	0	3	0	-10	9	CCOC(=O)c1cc(CC)sc1NC(=O)c1cc(OC)c(OC)c(OC)c1
21	.	-3	3	-3	1	3	0	3	-8	COc1ccccc1N=NNc1ccc(S(=O)(=O)NC(C)=O)cc1
22	-0.9	-8	1	3	1	2	0	-3	5	CN(Cc1nc2ccccc2c(=O)[nH]1)CC(O)COCc1ccco1 (stereo unspecified)
23	2.0	4	8	-1	1	-3	-2	-4	-8	CC1(C(=O)O)CCC(C(=O)Nc2ccc3ccccc3c2)C1(C)C (stereo unspecified)
24	0.0	-2	-2	5	4	-1	-4	5	6	Cc1ccc(NC(=O)Cn2c(=O)cnc3ccccc32)cc1S(=O)(=O)N(C)C
25	-1.9	-2	5	0	2	5	-1	7	2	CCCCOc1ccccc1/C=N/NC(=O)CC#N
26	10	0	-1	-1	1	-12	4	-1	-8	Cc1cccc(NC(=O)Nc2ccc(C#N)cc2)n1
27	-2.3	-5	-1	1	0	0	-5	6	3	S=C(NCCc1ccccc1)NCc1cccs1
28	.	.	2	-1	2	7	1	.	-4	CC(C)NC(=O)C1(C)CN(S(C)(=O)=O)CC(=O)N1CCc1ccccc1F (stereo unspecified)
29	0.5	-4	2	-4	1	8	2	13	3	CC1(C)CC(NC(=S)Nc2ccc(S(N)(=O)=O)cc2)CC(C)(C)N1
30	0.3	-17	3	-7	1	6	-2	2	7	CCOC(=O)N1CCOCCOCCN(C(=O)OCC)CCOCC1
31	3.7	-5	-32	7	-1	-6	-4	1	41*	C=C(C)COc1ccc(-c2[nH]ncc2Oc2ccc(OC)cc2)c(O)c1
32	-1.6	6	4	-1	1	4	-6	-7	1	CCc1ccc(-c2nc(CS(=O)CC(=O)NCc3ccccc3)c(C)o2)cc1 (stereo unspecified)
33	-1.5	-5	13	5	2	7	2	14	5	O=C(Cn1cnc2cc([N+](=O)[O-])ccc2c1=O)Nc1ccc(Br)cc1
34	-1.5	-23	11	-4	0	4	3	12	-1	CCc1nnc(NS(=O)(=O)c2ccc(N=Cc3c(C)[nH]n(-c4ccc(C)cc4)c3=O)cc2)s1
35	-0.3	12	-9	9	3	-2	-4	-7	-1	COc1cccc2c3c(c(C)nc12)CCN3c1ccccc1
36	1.0	-7	2	-3	1	8	3	10	7	Cc1csc2nc(O)c(C(=O)NCCCN3CCCC3=O)c(=O)n12
37	0.4	-9	7	4	1	0	0	11	-8	CC(=O)NC12CC3CC(C1)CC(C(=O)N1CCN(S(=O)(=O)c4ccc([N+](=O)[O-])cc4)CC1)(C3)C2
38	-1.9	-8	0	1	0	0	-1	9	4	Cc1onc(-c2ccccc2)c1-c1n[nH]c(=S)n1-c1ccc(C(=O)O)cc1
39	1.1	-10	4	5	2	-1	3	5	-7	CCOC(=O)[C@H]1[C@H]2COc3ccc(OC)cc3[C@@H]2N2C(=O)CN(Cc3ccco3)C(=O)[C@@]12C
40	-0.2	-7	8	-5	0	3	-2	14	-5	CCn1c(Cc2ccc(OC)cc2)nnc1SCC(=O)NC1CC1
41	0.8	11	0	-3	0	3	-7	-5	8	COCCn1c(SCC(=O)Nc2sc(C)c(C)c2C#N)nnc1C(C)C
42	0.7	-10	4	1	0	-3	0	4	-1	Cc1c(/C=N/NC(=O)c2cc(=O)[nH]c(=O)[nH]2)c2ccccn2c1C(=O)c1ccccc1
43	-0.7	1	0	10	-2	-2	-6	1	-8	O=S(=O)(NCC(c1ccco1)N1CCCCC1)c1cccc(C(F)(F)F)c1 (stereo unspecified)
44	0.9	-4	8	13	9	-1	3	1	-14	O=C(CCN1C(=O)/C(=C\c2ccccc2)SC1=S)NNC(=O)c1ccccc1O
45	-0.2	-13	8	2	1	3	-5	10	-10	O=C(/C=C/c1cccs1)N1CCOCC1
46	-0.7	-9	0	16	1	-5	-2	6	2	CC(C)(C)NC(=O)C(c1ccc(O)cc1)N(Cc1ccccc1)C(=O)CCC(=O)Nc1nccs1 (stereo unspecified)
47	-1.2	-2	-2	3	0	-5	0	1	-4	Cc1ccc(C)c(S(=O)(=O)Nc2ccc(C(=O)N3CCOCC3)cc2)c1
48	3.1	-3	5	-9	2	6	7	6	0	C=CCn1ccc(=O)nc1SC
49	-3.2	8	-14	27	1	-18	-22	-12	21	CCOCCCNC(=O)c1ccc(C2SCC(=O)N2Cc2ccccc2)cc1 (stereo unspecified)
50	-1.4	-8	2	7	0	-9	-3	8	-2	CCOc1ccc(C(C)=O)cc1COC(=O)c1cccnc1SC
51	-1.2	-8	8	-5	2	6	-4	4	-9	COc1cccc(N2CCN(CC(=O)c3c[nH]c4ccc(OC)cc34)CC2C)c1 (stereo unspecified)
52	6.1	14	-8	7	6	-7	2	-9	6	CC(C)(C)c1ccc(S(=O)(=O)Nc2cccc(C3OCCCO3)c2)cc1
53	-0.6	2	0	5	1	0	4	-3	-10	Cc1csc(=O)n1CC(=O)OCc1nnc(-c2ccccc2)o1
54	0.5	-10	-8	8	16	-9	7	-4	-7	CC(=O)c1ccc(OCC(=O)NC(=O)NC2CCCC2)cc1
55	0.1	-4	-2	4	2	-1	-12	-2	-5	CN1CCN(C(=O)c2ccc3nc(-c4ccccc4)c(-c4ccccc4)nc3c2)CC1
56	-0.5	-1	4	14	3	-1	-4	14	-3	Cc1ccc(NC(=S)N2CCC(NC(=O)c3ccc(F)cc3)CC2)cc1
57	-0.5	13	-3	13	13	-21	-2	-11	14	O=C(NCc1nc2ccccc2[nH]1)C1=C[C@H](c2coc3ccccc3c2=O)C[C@H](OCc2ccc(CO)cc2)O1
58	0.1	-7	-3	8	2	-4	-5	7	-7	O=C(Nc1ccccc1C(=O)NC1CCCCC1)c1ccccc1
59	.	4	7	6	1	-1	1	16	-6	CCCC(=O)N1CCC1(C)C(=O)Nc1ccc2nccnc2c1 (stereo unspecified)
60	2.2	-1	6	-4	2	-1	-2	5	1	NS(=O)(=O)c1ccc(Nc2nc3ccccc3nc2NS(=O)(=O)c2cccc([N+](=O)[O-])c2)cc1

(cont.)
#	CRFBP-R2 agonist	M1 antag	CHRM4 PAM	M5 antag	M4 ag	CHRM5 PAM	CHRM5 agonist	M1 PAM	M4 antag	mol
61	-0.8	-8	4	0	2	-8	1	4	-4	Cc1c(C(=O)NCC(C)C)sc2nc(-c3ccc(F)cc3)cn12
62	0.2	3	-8	1	4	0	-3	0	-7	COc1ccc(CCNC(=O)c2ccc3ccccc3n2)cc1
63	-1.6	-2	22	2	0	1	-3	0	2	Cc1ccc(-c2ccc(SCC(=O)c3ccccc3)nn2)cc1
64	-1.3	-5	1	-9	-1	7	2	5	5	CCOC(=O)c1ccc(N(C(=O)c2ccco2)C(C(=O)NC2CCCCC2)c2ccncc2)cc1 (stereo unspecified)
65	-0.8	-2	13	-4	1	-2	2	-5	3	COc1ccc2c(c1)CCc1c-2n[nH]c1C(=O)O
66	.	-10	8	9	0	-5	1	7	-9	COC[C@@H]1CCCN1[C@H]1CS(=O)(=O)N[C@@H]1COCc1ccccc1

Screening data deposited in PubChem BioAssay by several laboratories.
